Bfl-1 inhibitors: Bfl-1 inhibitors, primary screen, biochemical, fluorescence polarization, FITC-Bid, mouse (AID 432) | 64,000 compounds, 0.02% hits | one-dose displacement, % at 20 µM; IC50 in µM for titrated hits | FITC-Bid BH3 peptide fluorescence polarization displacement; higher % means a stronger effect; in the data active = a potency from the dose series; inactive = the rest, 99 in 100 with displacement below about 15%; also: strong numbers were not always called active
Spn DPM-DC inh: blocks S. pneumoniae diphosphomevalonate decarboxylase | purified DPM-DC, PK/LDH coupled NADH fluorescence | calls only at 10 µM | 65,000 compounds, 0.49% hits;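 active = the 320 compounds with the highest percent inhibition in the single-dose primary screen, excluding strongly autofluorescent ones, cut at about 32% in these data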;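 also: kinetic rate of NADH fluorescence loss reporting ADP formed by the decarboxylase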
HT1080 cytotoxicity: HT1080 cell viability loss – fluorescence readout (AID 620); 87,000 compounds, 0.42% hits; HT1080 viability, fluorescence; higher % means a stronger effect; cytotoxicity, % at 10 µM, or EC50 in µM where a hit was titrated;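 also: cells exposed to compound overnight then 4 h with Alamar Blue; 0% = vehicle DMSO and 100% = killing control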
MK inhibit: S. pneumoniae mevalonate kinase inhibition; purified MK, PK/LDH-coupled NADH absorbance 340 nm; inhibition, % at 10 µM; 65,000 compounds, 0.48% hits; AID 555;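 active = ranked among the strongest by inhibition in the single 10 µM screen, a fixed top-ranked set picked for dose follow-up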; also: no value below 0 was filed
Spn PMK inh: inhibitors of Streptococcus pneumoniae phosphomevalonate kinase. AID 539. inhibition, % at 10 µM. 65,000 compounds, 0.49% hits. purified PMK, PK/LDH-coupled NADH absorbance 340 nm;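 active = top-ranked compounds by inhibition in the single 10 µM screen, taking a fixed number of the strongest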;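 also: 0% = full reaction with DMSO carrier and 100% = background rate without enzyme reaction; no value below 0 was filed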
HPDE-C7 viability: cytotoxicity in HPDE-C7 cells, cell-based, fluorescence, HTS (AID 430); HPDE-C7 pancreatic duct cells viability, fluorescence; higher % means a stronger effect; 63,000 compounds, 1.8% hits; cytotoxicity, % at 10 µM; hits with a dose series show EC50 in µM;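 also: cells exposed to compound for 48 hours before viability readout; 0% = vehicle and 100% = reference cytotoxic drug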
LYP inhibition: LYP phosphatase inhibitors, primary screen, biochemical, DiFMUP fluorescence, recombinant catalytic domain, 10 µM (AID 606) | recombinant LYP catalytic domain, DiFMUP fluorescence; higher % means a stronger effect | inhibition, % at 10 µM, or IC50 in µM where a hit was titrated | 52,000 tested, under 10 active;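 active = IC50 under 40 µM in the dose-response test; inactive = IC50 of 40 µM or more, or never dose-tested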
Alkaline phosphatase: human TNAP enzyme inhibitors, biochemical, luminescent (AID 518). one-dose inhibition, % at 20 µM; IC50 in µM for titrated hits. 64,000 compounds, 0.09% hits. purified TNAP enzyme, luminescent substrate readout; higher % means a stronger effect; in the data active = a potency from the dose series; inactive = the rest, 99 in 100 with inhibition below about 22%;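 also: plate controls were vehicle for no effect and reference inhibitor for full effect; many of its hits are not listed in these tables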
HPDE-C7K KRASV12: cytotoxicity in KRAS-transformed pancreatic duct cells, primary screen, cell-based, fluorescence, HTS (AID 431) | HPDE-C7K KRASV12 cells, Alamar Blue viability, 48 h; higher % means a stronger effect | one-dose cytotoxicity, % at 10 µM; EC50 in µM for titrated hits | 63,000 compounds, 1.7% hits;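 active = compounds whose percent cytotoxicity in the single-dose primary screen, scaled between solvent and toxic-drug controls, exceeds 50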;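 also: 0% = DMSO solvent wells and 100% = doxorubicin-treated wells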
Spn PMK inh pilot replicates: further read-out of Spn PMK inh, marked with its call; inhibition, %; measured here: pilot screen replicates
MK inhibit pilot replicates: further read-out of MK inhibit, marked with its call; inhibition, %; measured here: pilot screen replicates
Spn DPM-DC inh pilot screen %: second read-out of Spn DPM-DC inh, no call of its own (marks repeat the call); inhibition, %; measured here: pilot screen trials
An asterisk follows results filed as active; i = inactive; . = not tested or not shown; + = active, no number. Rule as the data show it, unless noted: active = cytotoxicity above about 50%; inactive = the rest.

SMILES | Bfl-1 inhibitors | Spn DPM-DC inh | HT1080 cytotoxicity | MK inhibit | Spn PMK inh | HPDE-C7 viability | LYP inhibition | Alkaline phosphatase | HPDE-C7K KRASV12 | others
CCOc1ccc(NC(=O)N2CCN(c3nc4ccccc4s3)CC2)cc1 | -3% | i | 4% | 2 | 13 | 1% | 12% | 11% | 3%
Cn1c(CNc2nc3ccccc3n2C)nc2ccccc21 | -5% | i | 4% | 9 | 0 | 6% | 0% | -23% | 8%
CC(C)C(C(=O)Nc1ccccc1)N1C(=O)c2ccccc2C1=O (stereo unspecified) | 1% | i | 4% | 10 | 1 | -14% | 15% | 6% | -8%
CCOCCCNCc1cccc(OC)c1 | -5% | i | -11% | 35 | 6 | -5% | 5% | 5% | -8%
O=C(Cc1ccccc1)Nc1cccc(-c2nnc(-c3ccco3)o2)c1 | -5% | i | -9% | 2 | 3 | 2% | 8% | 10% | -5%
Cc1nc(NCCN)c(C#N)c2c1COC(C)(C)C2 | -10% | + | -4% | 3 | 15 | -8% | . | 9% | -5%
CC1(C)CC(NC(=O)C2CCCCC2C(=O)O)CC(C)(C)N1 (stereo unspecified) | 2% | i | 6% | 8 | 0 | -19% | 0% | 5% | -17%
CCOC(=O)C1=C(N)n2c(s/c(=C\c3cccnc3)c2=O)=C(C(=O)OCC)C1c1cccnc1 (stereo unspecified) | -3% | i | -8% | 7 | 9 | -31% | -1% | 12% | -19%
Cc1ccccc1NC(=O)CSc1nc(N)c(C#N)cc1C#N | 1% | i | . | 7 | 10 | 2% | 15% | 2% | -8%
CCCCCc1nc2ccccc2c(=O)n1N | 1% | i | 24% | 0 | 0 | -22% | 10% | 12% | -27%
CC1(C)Cc2c(sc3ncn4nc(CCC(=O)O)c(=O)nc4c23)CO1 | -11% | i | 7% | 9 | 1 | -23% | -1% | 3% | -2%
COC(=O)c1c(N)c(C#N)c2n1CCCCC2 | 2% | i | -4% | 7 | 16 | . | 1% | 8% | .
Cc1cc2c(N)cccc2nn1 | 4% | i | -10% | 7 | 10 | 8% | . | 4% | 11%
Cc1cc(C)cc(N(C(C)C(=O)Nc2c(C)n(C)n(-c3ccccc3)c2=O)S(C)(=O)=O)c1 (stereo unspecified) | -7% | i | 5% | 4 | 0 | -15% | 4% | 7% | -1%
COc1cccc(C(=O)OC(C)CN2CCCC2)c1 (stereo unspecified) | 0% | i | 5% | 0 | 19 | 11% | 2% | 6% | 2%
COc1ccc(/C(O)=C2\C(=O)C(=O)N(c3cc(C)on3)C2c2ccccc2OC)cc1C (stereo unspecified) | 4% | i | 5% | 0 | 0 | 30% | 13% | 10% | 19%
O=C(Nc1ccc2c(c1)OCCO2)c1c(F)c(F)c(F)c(F)c1F | 2% | i | 4% | 9 | 0 | 2% | -3% | 12% | 0%
CS(=O)(=O)Nc1ccc(OCc2ccccc2)cc1 | -3% | i | . | 6 | 0 | 0% | 4% | 13% | 0%
Cc1c(NC(=O)Cn2nc(C(=O)O)c3ccccc3c2=O)c(=O)n(-c2ccccc2)n1C | -4% | i | -3% | 6 | 9 | -10% | 13% | 8% | -11% | Spn PMK inh pilot replicates=2.5;MK inhibit pilot replicates=2.5;Spn DPM-DC inh pilot screen %=0.0
Cn1c(N)c(C(=O)CSc2nc3ccccc3n2-c2ccccc2)c(=O)n(C)c1=O | 1% | i | -4% | 0 | 11 | 106%* | . | 15% | 103%*
CC(C)c1nnc(NC(=O)CCC(=O)NCC2CCCO2)s1 (stereo unspecified) | -8% | i | -24% | 8 | 9 | 1% | 10% | 19% | 20%
COCCn1c(COc2ccccc2)nnc1SCC(N)=O | -9% | i | 3% | 3 | 7 | -15% | . | -5% | -14%
COc1cc2c(c(OC)c1)C(c1ccncc1)CC(=O)N2 (stereo unspecified) | 5% | i | -2% | 5 | 13 | -8% | 2% | 11% | -6% | Spn PMK inh pilot replicates=1.0;MK inhibit pilot replicates=0.0;Spn DPM-DC inh pilot screen %=0.0
CC(C)(C)OC(=O)NCCc1nnc(S(=O)(=O)Cc2ccc(Cl)cc2Cl)o1 | 0% | i | -5% | 3 | 8 | 1% | 10% | 6% | 0%
COc1cccc(C(=O)Nc2c(F)c(F)c(F)c(F)c2F)c1 | 2% | i | -2% | 3 | 0 | -8% | 12% | 8% | 9%
CCOc1cc(C(=O)Nc2c3c(nn2C(C)(C)C)CS(=O)C3)cc(OCC)c1OCC (stereo unspecified) | 5% | i | -12% | 0 | 17 | 7% | 7% | 13% | 10% | Spn PMK inh pilot replicates=2.0;MK inhibit pilot replicates=2.0;Spn DPM-DC inh pilot screen %=0.0
COc1cc(C2NC(=O)NC(C)=C2C(=O)OCc2ccccc2)ccc1O (stereo unspecified) | -2% | i | 6% | 12 | 0 | 0% | 7% | 16% | 0%
COc1ccc(S(=O)(=O)Cc2ccc(C(=O)N3CCN(c4cccc(C)c4C)CC3)o2)cc1 | 5% | i | 2% | 6 | . | 57%* | -12% | 2% | 48%
CCOC(=O)c1cc(C(=O)OCC)c2cc(Br)ccc2n1 | -4% | i | 1% | 14 | 5 | -23% | -5% | 6% | -16%
CCc1ccc(NC2=NC(C(=O)NC3CCCCC3)CC(=O)N2)cc1 (stereo unspecified) | 4% | i | 17% | 8 | 0 | -10% | -4% | 3% | -12%
Cc1cc2ccccc2c(=O)n1CC(=O)NCC(=O)N1CCN(c2cccc(Cl)c2)CC1 | 1% | i | 5% | 6 | 8 | 2% | 5% | -5% | 2%
COC(=O)C1CCN(C(=O)COC(=O)Cn2cnnn2)CC1 | -2% | i | 2% | 5 | 12 | 15% | . | 18% | 3%
COc1ccc(NS(=O)(=O)c2cc(C)ccc2NC(=O)c2cc(C)oc2C)cc1 | -4% | i | 68%* | 3 | 7 | 45% | 2% | 22% | 69%*
C/C=C(\C)c1nnc(NC(=O)C(C)C)s1 | -3% | i | 0% | 5 | 13 | 12% | -15% | 17% | 6% | Spn PMK inh pilot replicates=2.0;MK inhibit pilot replicates=1.5;Spn DPM-DC inh pilot screen %=0.0
O=C(O)CCC(=O)N1CCc2cc(S(=O)(=O)N3CCN(c4ccc(F)cc4)CC3)ccc21 | 0% | i | -7% | 1 | 0 | 3% | -17% | 2% | 1%
Cc1ccc(N(CC(=O)Nc2ccc(F)cc2)S(=O)(=O)N2CCCC2)cc1 | . | i | 8% | 3 | 4 | . | 4% | . | .
CCOC(=O)C1CCN(C(=O)c2ccccc2N(C)S(C)(=O)=O)CC1 | -3% | i | 3% | 8 | 0 | -25% | -7% | 11% | -16%
O=S(=O)(NCc1ccccc1)c1ccc(S(=O)(=O)N2CCCCC2)cc1 | 1% | i | -13% | 0 | 0 | . | 1% | 5% | .
O=C(COc1ccc2c3c(c(=O)oc2c1)CCC3)c1ccc2c(c1)OCO2 | 11% | i | -4% | 4 | 3 | -4% | -3% | 20% | 3%
CC(C)OC(=O)CN1CCN(C2c3ccccc3-c3ccccc32)CC1 | -3% | i | -3% | 0 | 2 | -8% | -20% | 7% | -11%
Cn1cccc1Cc1nnc(SCC(=O)N2CCCc3ccccc32)n1-c1ccc(F)cc1 | 0% | i | -5% | 18 | 5 | -4% | -4% | 9% | 6%
CCC(C)C(NCc1cccc(C)c1)C(=O)O (stereo unspecified) | -3% | i | 4% | 6 | 12 | -17% | 2% | 7% | -8%
COC(=O)c1ccc(Cl)c(NC(=O)NC2CCCCC2)c1 | 0% | i | 6% | 7 | 8 | -13% | 7% | 3% | -4%
CC(C)n1c(NCc2ccc(N(C)C)cc2)nc2ccccc21 | . | i | -5% | 8 | 5 | . | 6% | . | .
COC(=O)c1cc(NS(=O)(=O)c2ccc(OC)c(OC)c2)ccc1Cl | 6% | i | 3% | 9 | 10 | 6% | -2% | 7% | 20%
COc1ccc(CCN2C(=O)CC(N3CCN(S(=O)(=O)c4ccccc4)CC3)C2=O)cc1 (stereo unspecified) | 2% | i | 11% | 2 | 14 | -19% | 11% | 11% | -9% | Spn PMK inh pilot replicates=0.0;MK inhibit pilot replicates=0.0;Spn DPM-DC inh pilot screen %=0.0
Cc1cc(/C=N/n2cnnc2)c(C)n1-c1ccc2c(c1)OCO2 | 0% | i | 8% | 7 | 5 | -10% | -6% | 0% | -17%
CCCCN(C)C(=O)c1coc(=O)c2ccccc12 | -1% | i | 2% | 3 | 2 | 6% | 14% | 12% | -5%
C=CCn1c(SCCCCCC)nc(O)cc1=O | . | i | 2% | 11 | 9 | . | 3% | . | .

Compounds listed so far that have a halogen (ten):
SMILES | Bfl-1 inhibitors | Spn DPM-DC inh | HT1080 cytotoxicity | MK inhibit | Spn PMK inh | HPDE-C7 viability | LYP inhibition | Alkaline phosphatase | HPDE-C7K KRASV12 | others
O=C(Nc1ccc2c(c1)OCCO2)c1c(F)c(F)c(F)c(F)c1F | 2% | i | 4% | 9 | 0 | 2% | -3% | 12% | 0%
CC(C)(C)OC(=O)NCCc1nnc(S(=O)(=O)Cc2ccc(Cl)cc2Cl)o1 | 0% | i | -5% | 3 | 8 | 1% | 10% | 6% | 0%
COc1cccc(C(=O)Nc2c(F)c(F)c(F)c(F)c2F)c1 | 2% | i | -2% | 3 | 0 | -8% | 12% | 8% | 9%
CCOC(=O)c1cc(C(=O)OCC)c2cc(Br)ccc2n1 | -4% | i | 1% | 14 | 5 | -23% | -5% | 6% | -16%
Cc1cc2ccccc2c(=O)n1CC(=O)NCC(=O)N1CCN(c2cccc(Cl)c2)CC1 | 1% | i | 5% | 6 | 8 | 2% | 5% | -5% | 2%
O=C(O)CCC(=O)N1CCc2cc(S(=O)(=O)N3CCN(c4ccc(F)cc4)CC3)ccc21 | 0% | i | -7% | 1 | 0 | 3% | -17% | 2% | 1%
Cc1ccc(N(CC(=O)Nc2ccc(F)cc2)S(=O)(=O)N2CCCC2)cc1 | . | i | 8% | 3 | 4 | . | 4% | . | .
Cn1cccc1Cc1nnc(SCC(=O)N2CCCc3ccccc32)n1-c1ccc(F)cc1 | 0% | i | -5% | 18 | 5 | -4% | -4% | 9% | 6%
COC(=O)c1ccc(Cl)c(NC(=O)NC2CCCCC2)c1 | 0% | i | 6% | 7 | 8 | -13% | 7% | 3% | -4%
COC(=O)c1cc(NS(=O)(=O)c2ccc(OC)c(OC)c2)ccc1Cl | 6% | i | 3% | 9 | 10 | 6% | -2% | 7% | 20%

High-throughput results from PubChem BioAssay.
